Compound activity as filed in PubChem.
SRC1 inh = SRC1 coactivator transcriptional activity inhibitors, primary screen, cell-based, luminescence | Nuclear receptor coactivator 1 (Homo sapiens), Q15788 | HEK293 GAL4-SRC1 luciferase reporter | inhibition, % at 3.6 µM | hit rate 0.12% among 360,000 | AID 588354, 2011;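 active = inhibition above the campaign mean plus 3 SD, with each screening campaign given its own cutoff, cut at about 60% in these data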;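 note: 0% = DMSO treated cells and 100% = gossypol at 36 µM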
Target sequence (Q15788 whole entry, looked up, the tested form may be a part): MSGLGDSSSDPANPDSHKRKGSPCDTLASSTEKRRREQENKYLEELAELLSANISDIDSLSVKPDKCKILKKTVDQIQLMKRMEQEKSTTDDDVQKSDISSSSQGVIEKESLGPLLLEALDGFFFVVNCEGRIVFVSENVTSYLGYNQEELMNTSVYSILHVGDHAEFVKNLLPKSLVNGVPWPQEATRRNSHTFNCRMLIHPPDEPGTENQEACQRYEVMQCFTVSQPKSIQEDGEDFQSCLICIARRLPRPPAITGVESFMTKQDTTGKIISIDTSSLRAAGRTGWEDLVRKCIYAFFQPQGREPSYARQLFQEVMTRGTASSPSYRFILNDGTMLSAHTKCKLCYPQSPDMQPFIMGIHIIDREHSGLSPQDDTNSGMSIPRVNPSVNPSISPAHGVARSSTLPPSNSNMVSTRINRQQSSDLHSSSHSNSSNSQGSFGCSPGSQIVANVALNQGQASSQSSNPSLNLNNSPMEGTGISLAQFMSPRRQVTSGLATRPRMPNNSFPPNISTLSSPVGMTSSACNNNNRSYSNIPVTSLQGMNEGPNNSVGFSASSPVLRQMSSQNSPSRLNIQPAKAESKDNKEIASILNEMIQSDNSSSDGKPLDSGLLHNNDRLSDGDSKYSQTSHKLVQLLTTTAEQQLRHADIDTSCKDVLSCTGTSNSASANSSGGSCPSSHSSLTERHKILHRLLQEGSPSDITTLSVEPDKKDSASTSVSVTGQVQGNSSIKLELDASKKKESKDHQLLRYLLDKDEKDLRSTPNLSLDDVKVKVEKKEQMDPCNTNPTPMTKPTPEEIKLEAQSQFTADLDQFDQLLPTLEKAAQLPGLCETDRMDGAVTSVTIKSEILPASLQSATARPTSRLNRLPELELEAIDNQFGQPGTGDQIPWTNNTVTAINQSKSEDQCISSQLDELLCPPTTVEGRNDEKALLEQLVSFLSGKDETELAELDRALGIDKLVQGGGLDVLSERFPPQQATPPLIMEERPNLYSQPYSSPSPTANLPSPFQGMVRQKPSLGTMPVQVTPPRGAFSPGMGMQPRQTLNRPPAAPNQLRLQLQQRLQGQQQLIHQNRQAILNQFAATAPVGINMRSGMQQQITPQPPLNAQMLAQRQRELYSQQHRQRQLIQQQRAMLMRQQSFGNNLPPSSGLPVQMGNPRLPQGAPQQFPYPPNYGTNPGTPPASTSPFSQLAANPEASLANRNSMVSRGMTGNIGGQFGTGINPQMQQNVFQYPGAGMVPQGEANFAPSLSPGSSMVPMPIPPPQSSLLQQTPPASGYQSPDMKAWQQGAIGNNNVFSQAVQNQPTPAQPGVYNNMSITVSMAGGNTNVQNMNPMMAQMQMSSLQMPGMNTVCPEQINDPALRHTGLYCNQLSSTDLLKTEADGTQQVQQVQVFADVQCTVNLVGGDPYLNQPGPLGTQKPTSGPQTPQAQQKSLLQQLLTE
TRAIL sens C8 = viability loss with TRAIL in NB7+C8 cells, primary screen, TRAIL sensitizer project, cell-based, ATPlite luminescence; inhibition (viability loss, TRAIL sensitization), % at 10 µM; hit rate 1% among 360,000;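 active = compounds causing at least 50% loss of cell viability in the single-dose screen, relative to plate controls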
TWEAK-Fn14 inh = inhibitors of TWEAK-Fn14 signaling, primary screen, luciferase reporter cells, uHTS; TWEAK-stimulated Fn14 reporter cells, luciferase luminescence, 8 h; inhibition, % at 10 µM; hit rate 2% among 360,000; AID 1159606, 2016; in the data active = inhibition above about 50%
NCOA3 inh = SRC3 coactivator transcriptional activity inhibitors, primary screen, cell-based, luminescence. HEK293 GAL4-SRC3 luciferase reporter. hit rate 0.17% among 360,000. inhibition, % at 3.6 µM;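 active = inhibition above a per-campaign cutoff, the mean of all compounds plus 3 SD, cut at about 60% in these data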;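 note: 0% = DMSO-treated cells and 100% = gossypol-treated cells at 36 µM; higher means less SRC3-driven luciferase light from the GAL4 reporter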
NR2F2 inh = NR2F2 transcriptional activity inhibitors, primary screen, cell-based, luciferase reporter, HEK293T, luminescence. COUP transcription factor 2 (Homo sapiens), P24468. HEK293T NGFI-A luciferase reporter. inhibition, % at 8.6 µM. hit rate 0.7% among 370,000. AID 686940, 2013;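 active = inhibition above a per-plate cutoff, mean inhibition of test wells between control levels plus 3 SD, cut at about 38% in these data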;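 note: cells cotransfected with COUP-TFII expression vector driving the NGFI-A reporter; 0% = median of COUP-TF2 test wells and 100% = reporter-only cells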
KKLEB cytotox = cytotoxicity in KKLEB CF airway cells, primary screen, cytotoxicity control for CF NF-kB inhibitor project, cell-based, uHTS, fluorescence assay plates; KKLEB CF airway cells viability, ATPlite luminescence, overnight; active compounds read low; cells stimulated with P. aeruginosa culture filtrate; activity change (cytotoxicity), % at 5 µM; hit rate 0.36% among 360,000; AID 602141, 2011;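 active = corrected activity change at or below -50% at 5 µM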
Shn3 inh set2 = reduction of Shn3 3'UTR firefly luciferase signal, primary screen, Schnurri-3 inhibitor project, cell-based, Clone20 osteoblasts, set 2; hit rate 0.52% among 360,000; Clone20 osteoblast Shn3 3'UTR firefly luciferase, 24 h; inhibition, % at 12.5 µM;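 active = mean inhibition of at least 75% with every replicate also reaching 75%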;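 note: 0% = median of neutral control wells and 100% = pilot-screen positive control compound; some compounds past the cut are filed as inactive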
TROY signal inh = inhibitors of TROY-driven NF-kB signaling, primary screen, Q293 LMP1-TROYcd cells, NF-kB luciferase, uHTS. Q293 LMP1-TROYcd NF-kB luciferase reporter, 4 h. inhibition, % at 10 µM. hit rate 0.98% among 360,000;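 active = compounds whose plate-normalised and pattern-corrected inhibition of the luciferase reporter signal at the single screening dose is 50% or more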
LRH-1 inv ag = LRH-1 (NR5A2) inverse agonists, primary screen, cell-based, luminescence, HEK293T, StAR-luciferase reporter. hit rate 0.13% among 360,000. LRH-1 transfected, 24 h. inhibition, % at 3.6 µM. AID 602396, 2012;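 active = inhibition above the mean inhibition of all tested compounds plus 3 SD, cut at about 73% in these data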;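 note: 0% = DMSO wells and 100% = reporter-only cells lacking LRH-1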
EBV LMP1 NFkB = EBV LMP1-driven NF-kappaB luciferase reporter inhibitors, primary screen, cell-based, luminescence, single point. LMP1-induced NF-kappaB luciferase reporter cells. inhibition, % at 12.5 µM. hit rate 0.69% among 350,000. AID 504558, 2011; in the data active = inhibition above about 41%;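 note: 0% = neutral control wells and 100% = reference inhibitor control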
CF NFkB inh = inhibitors of PAF-induced NF-kB signaling, primary screen, cell-based, GFP fluorescence, uHTS; KKLEB NF-kB-GFP reporter, GFP fluorescence overnight; inhibition, % at 5 µM; hit rate 0.86% among 360,000;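 active = at least 50% inhibition at 5 µM, scaled per plate between neutral and stimulator controls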;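 note: PAF is a Pseudomonas aeruginosa culture filtrate used as stimulus; plate controls were PAF-stimulated DMSO wells for no effect and unstimulated DMSO wells for full effect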
The depositor's hits bear a star; nt = not tested or not shown. The list is partial; rates above refer to the full screens.

Screens in order: TROY signal inh	KKLEB cytotox	NR2F2 inh	LRH-1 inv ag	SRC1 inh	Shn3 inh set2	TRAIL sens C8	EBV LMP1 NFkB	NCOA3 inh	CF NFkB inh	TWEAK-Fn14 inh
Cc1cc(C)c(C#N)c(Oc2ccc(F)cc2)n1
→ 9	-8	8	-3	-5	5	1	5	12	3	2
COc1ccc(CSc2nc3ccccc3c(=O)[nH]2)cc1F
→ 9	11	19	-3	0	-8	-10	-5	5	-6	15
CN(c1ccccc1)S(=O)(=O)c1cccc(NC(=O)CCN2C(=O)C3CCCCC3C2=O)c1 (stereo not drawn)
→ 5	-3	-11	2	-8	4	-36	-2	0	-14	23
Cc1ccc(-c2csc(/C(C#N)=C(\O)CN3CCN(C(=O)c4ccco4)CC3)n2)cc1
→ 1	6	-10	-7	5	7	6	5	11	-11	-22
CC(C)OCCCNC(=O)c1ccc(NC(=O)C2CCCO2)cc1 (stereo not drawn)
→ 3	-17	-2	11	9	-5	-11	-6	-24	10	-10
COc1ccc(-c2ccc(CN3C(C(C)C)C(=O)N(Cc4cn(CC5CCCCC5)nn4)CCS3(=O)=O)cc2)cc1OC (stereo not drawn)
→ 17	-16	-5	-20	-7	33	-1	13	5	43	26
COc1cccc(/C=N/NC(=O)c2cc(-c3cccn3C)n[nH]2)c1
→ 4	8	-3	-28	1	-37	16	10	2	-36	0
COc1cccc(C(O)c2nc3ccccc3n2C(C)C)c1OC (stereo not drawn)
→ 0	3	-6	4	21	4	-4	-5	-2	-4	5
NC(=O)c1ccc(Nc2nc(C(N)COCc3ccccc3)cs2)cc1 (stereo not drawn)
→ 1	-4	4	-38	-5	-11	6	nt	-9	21	0
Cc1ccc(CONC(=O)c2cccc(C)c2)cc1
→ -45	10	-1	11	-50	-21	4	-16	-13	2	-4
C1CCCCCC2(CCCCC1)OCC(CN1CCOCC1)O2 (stereo not drawn)
→ 3	-2	-13	7	12	14	0	7	6	-7	30
O=C(NCC(c1ccco1)N1CCc2ccccc2C1)c1ccccc1Br (stereo not drawn)
→ 4	-8	-20	-5	-2	-2	-12	-1	2	15	-11
Cc1ccc(S(=O)(=O)NCc2ccncc2)c(C)c1C
→ 0	20	68*	42	22	68	45	4	25	-6	26
Cc1ccccc1NC(=O)Cc1nc(COC(=O)Cc2c(F)cccc2Cl)cs1
→ -12	-10	-12	-7	-7	8	7	-6	8	-4	-6
Nc1nc(SCc2nc3scc(-c4cccs4)c3c(=O)[nH]2)n[nH]1
→ -1	-9	-20	11	-10	30	-8	3	12	-6	24
Cc1cc(NCC(c2ccccc2)c2ccccc2)n2ncnc2n1
→ -4	-3	1	3	9	32	-9	-7	10	12	6
COc1ccc(OCC(=O)NNC(=O)c2cccc(O)c2)cc1
→ -8	4	-18	10	-8	6	-3	1	2	-10	-12
Cn1c(=O)c2ccccc2n(CC(=O)NCCC2=CCCCC2)c1=O
→ 13	7	-4	-6	-17	8	7	-1	-1	-3	-16
CCOC(=O)C1=C(COC(=O)/C=C/c2cccc(F)c2)NC(=O)NC1C (stereo not drawn)
→ -29	-10	-8	-14	-10	-7	-6	-53	-14	18	-16
Cc1ccc(N2C(=O)N(CC(=O)Nc3cc(C)cc(C)c3)C(=O)C2C)cc1 (stereo not drawn)
→ -16	10	-10	-7	16	26	3	9	-4	-7	-8
C[C@@]12CC(=O)NC1N(C(=O)c1cccc(C(F)(F)F)c1)C(c1ccccc1OC(=O)c1cccc(C(F)(F)F)c1)C2 (stereo partly drawn)
→ -1	-2	20	1	0	-9	16	7	16	5	4
Cc1onc(-c2c(F)cccc2Cl)c1C(=O)NC(=S)NC1CCS(=O)(=O)C1 (stereo not drawn)
→ 1	15	-1	10	-21	1	-24	-11	30	-4	-17
Cc1cc([N+](=O)[O-])nn1CC(=O)NNC(=S)Nc1ccc(Cl)cc1
→ -4	-2	-11	3	-4	-21	-5	-11	-13	-6	19
CCC1COCCS(=O)(=O)N1Cc1ccccc1F (stereo not drawn)
→ 15	8	2	-1	11	-4	-10	3	-5	-12	8
CC1CCN(S(=O)(=O)c2ccc(C(=O)OC(C)C(=O)N(C)C3CCCCC3)cc2)CC1 (stereo not drawn)
→ -6	14	-7	25	-17	62	24	-12	12	7	9
O=C(N/N=C/c1cccc2ccccc12)c1n[nH]c2c1CCCC2
→ -10	-4	-12	-4	-13	-10	-12	-1	3	16	20
Cc1ccc(S(=O)(=O)c2c(C)cc(C)nc2Cl)cc1
→ 1	-10	3	12	-11	-8	-7	-4	12	17	-1
CCCc1ccc(S(=O)(=O)NCC2CCCN2CC)cc1 (stereo not drawn)
→ 14	-3	5	13	8	27	-13	9	-21	-14	11
CN1CCC(=NNc2ncnc3sc4c(c23)CCCC4)CC1
→ 13	6	5	-5	9	-18	11	-2	7	-4	23
CCOc1ccc2[nH]c(=O)c(CN(Cc3ccco3)Cc3nnnn3Cc3ccccc3)cc2c1
→ 2	-5	0	-3	-21	-15	17	5	7	12	3

Individual results from the entries so far:
Under SRC1 inh, Cc1ccc(N2C(=O)N(CC(=O)Nc3cc(C)cc(C)c3)C(=O)C2C)cc1 (stereo not drawn) has 16
Under EBV LMP1 NFkB, Cc1cc(C)c(C#N)c(Oc2ccc(F)cc2)n1 has 5

Back to the main list; the six compounds before the break are reprinted first.
Screens in order: TROY signal inh	KKLEB cytotox	NR2F2 inh	LRH-1 inv ag	SRC1 inh	Shn3 inh set2	TRAIL sens C8	EBV LMP1 NFkB	NCOA3 inh	CF NFkB inh	TWEAK-Fn14 inh
CC1CCN(S(=O)(=O)c2ccc(C(=O)OC(C)C(=O)N(C)C3CCCCC3)cc2)CC1 (stereo not drawn)
→ -6	14	-7	25	-17	62	24	-12	12	7	9
O=C(N/N=C/c1cccc2ccccc12)c1n[nH]c2c1CCCC2
→ -10	-4	-12	-4	-13	-10	-12	-1	3	16	20
Cc1ccc(S(=O)(=O)c2c(C)cc(C)nc2Cl)cc1
→ 1	-10	3	12	-11	-8	-7	-4	12	17	-1
CCCc1ccc(S(=O)(=O)NCC2CCCN2CC)cc1 (stereo not drawn)
→ 14	-3	5	13	8	27	-13	9	-21	-14	11
CN1CCC(=NNc2ncnc3sc4c(c23)CCCC4)CC1
→ 13	6	5	-5	9	-18	11	-2	7	-4	23
CCOc1ccc2[nH]c(=O)c(CN(Cc3ccco3)Cc3nnnn3Cc3ccccc3)cc2c1
→ 2	-5	0	-3	-21	-15	17	5	7	12	3
Cc1ccccc1NC(=O)NC1(C(=O)N2CCC(O)CC2)CCCCC1
→ 5	-8	0	14	3	-16	0	-5	14	7	-5
Cc1nn(-c2ccccc2)c(C)c1NC(=O)c1ccc(S(=O)(=O)N2CCCC2)cc1
→ 12	16	4	-20	3	-6	-11	3	7	7	-1
Oc1ccc(Cn2ccnc2)c2cccnc12
→ 0	2	7	17	1	29	-5	-10	3	8	-5
Cc1noc(C)c1C(=O)N1CCCC(C(=O)c2cccc(C(F)(F)F)c2)C1 (stereo not drawn)
→ 5	-9	-7	-9	-1	4	0	-8	17	6	8
COc1ccccc1N(C(C)=O)C1SC(=O)N(c2ccccc2)C1=O (stereo not drawn)
→ 6	-11	-6	4	4	-13	-8	3	4	9	-1
COc1ccc(CC(=O)OCC(=O)Nc2ccc(N3CCOCC3)cc2)cc1
→ 20	-3	6	6	1	nt	-9	-5	2	8	5
CCOc1cc(C2C(C#N)=C(N)OC3CCCC(=O)C32)ccc1OCCN1CCOCC1 (stereo not drawn)
→ 7	14	12	-3	-8	2	-4	7	22	-28	-9
N#Cc1nc(-c2ccc(OCc3ccccc3)cc2)oc1N1CCOCC1
→ 20	-9	16	-5	-5	45	-10	-1	-8	8	-24
O=C(COC(=O)C12CC3CC(CC(C3)C1)C2)Nc1ccc([N+](=O)[O-])cc1Br
→ 3	-10	12	3	-9	8	6	4	2	2	-19
CCOc1cc(C(=O)N(CC)CC(=O)Nc2ccc3c(c2)OCCO3)ccc1OC
→ -8	-16	-8	7	4	-9	3	-2	17	-11	29
O=C(O)C1CCCCC1C(=O)Nc1cccc(Br)c1 (stereo not drawn)
→ -47	-1	-20	-29	-16	-47	1	-11	-22	-24	10
N/C(=N/O)c1nc(N2CCCC2)nc(N2CCCC2)n1
→ 7	-3	-8	-9	-3	17	-4	5	-7	24	4
Cc1cccc(NC(=O)Nc2ccc3c(c2)CCC3)c1
→ -9	11	-7	-91	-69	-33	22	-26	-71	23	-31
Cc1ccccc1-n1c(SCC(=O)N(C)C2CCS(=O)(=O)C2)nc2ccccc2c1=O (stereo not drawn)
→ 9	6	-3	2	-1	14	-1	6	-7	-3	-7
CCOc1ccc(CCNC(=O)C(C)N2C(=O)CC(C)(C)Sc3ccccc32)cc1 (stereo not drawn)
→ 6	5	-5	13	-16	20	-1	0	4	-5	-11
CCc1nc(SCC(=O)Nc2cc(C)on2)c2c(=O)n(C)c(=O)n(C)c2n1
→ 6	-4	5	13	3	-1	10	2	-6	-12	3
CCCCN(CC)C(=O)Cn1cnc2sc(C)c(S(=O)(=O)N3CCC(C)CC3)c2c1=O
→ 10	0	5	5	17	-1	9	-3	1	5	-4
CN(C)c1nc(Oc2ccc(=O)n(-c3ccccc3)n2)nc(N2CCOCC2)n1
→ 10	-5	12	5	0	7	-1	1	-7	-16	-3
COc1cc2c(cc1OC)CC(C(=O)NCc1ccccc1)NC2 (stereo not drawn)
→ -11	0	-15	-4	-11	-2	10	-6	-44	7	9

Only EBV LMP1 NFkB, CF NFkB inh and Shn3 inh set2, for 2 of the compounds above:
Molecule | EBV LMP1 NFkB | CF NFkB inh | Shn3 inh set2
Cc1ccccc1-n1c(SCC(=O)N(C)C2CCS(=O)(=O)C2)nc2ccccc2c1=O (stereo not drawn) | 6 | -3 | 14
CCOc1ccc(CCNC(=O)C(C)N2C(=O)CC(C)(C)Sc3ccccc32)cc1 (stereo not drawn) | 0 | -5 | 20
